MazEF act – MazEF (E. coli) toxin RNase activation; P0AE70; FAM/BHQ RNA-DNA oligo cleavage fluorescence, 5 h; activation, % at 20 µM; 350,000 tested, 0.32% active; AID 504720; in the data active = activation above about 50%
Target sequence (P0AE70 whole entry, looked up): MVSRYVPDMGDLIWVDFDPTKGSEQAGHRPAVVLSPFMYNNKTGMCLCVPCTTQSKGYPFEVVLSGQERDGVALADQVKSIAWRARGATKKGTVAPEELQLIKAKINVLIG
Rv3671c protease – inhibitors of M. tuberculosis serine protease Rv3671c; 320,000 tested, 0.048% active; P9WHR9; inhibition, % at 5.96 µM; in the data active = inhibition above about 38%;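 also: extracellular domain of Rv3671c used as enzyme; 0% = enzyme with DMSO and 100% = no enzyme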
Target sequence (P9WHR9 whole entry, looked up, the tested form may be a part): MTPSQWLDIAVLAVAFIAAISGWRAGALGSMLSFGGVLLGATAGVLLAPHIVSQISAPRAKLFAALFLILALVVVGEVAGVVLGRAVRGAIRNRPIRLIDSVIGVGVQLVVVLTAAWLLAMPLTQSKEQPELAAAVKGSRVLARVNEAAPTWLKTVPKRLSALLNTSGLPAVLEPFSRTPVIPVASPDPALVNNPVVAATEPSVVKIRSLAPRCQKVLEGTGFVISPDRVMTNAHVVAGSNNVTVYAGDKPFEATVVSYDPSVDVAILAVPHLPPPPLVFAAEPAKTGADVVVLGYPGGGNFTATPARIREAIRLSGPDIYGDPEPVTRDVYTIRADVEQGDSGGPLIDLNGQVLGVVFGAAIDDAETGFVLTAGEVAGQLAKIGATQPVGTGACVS
PriA SSB inh – inhibitors of Klebsiella pneumoniae PriA binding to SSB C-terminal tail | AID 1272365 | inhibition, % at 33 µM | AlphaScreen SSBct-PriA binding, biotinylated peptide | 430,000 tested, 0.6% active; in the data active = inhibition mostly above about 37%, no sharp cut-off; inactive = mostly below about 20%;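 also: plate controls were negative control peptide for no effect and reference peptide for full effect; strong numbers were not always called active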
BoNT-A LC inh2 – BoNT A light chain protease inhibition; multiplex microsphere protease substrate cleavage, flow cytometry; inhibition, % at 10 µM; 360,000 tested, 0.17% active; AID 588499; also: plate controls were buffer without enzyme for full effect and enzyme alone for no effect
PrPC surface inh – inhibitors of human cell surface prion protein PrPC; TR-FRET read-out; inhibition, % at 13.8 µM; 370,000 tested, 0.43% active; AID 720596; in the data active = inhibition above about 24%; also: 0% = median of the test wells and 100% = reference compound wells
BoNT-F LC inh – BoNT F light chain protease inhibition; inhibition, % at 10 µM; Multiplex microsphere protease cleavage assay, flow cytometry; AID 588497; 360,000 tested, 0.22% active; in the data active = inhibition above about 35%, passing the limit was not always enough; inconclusive = no clear call, values can overlap the other calls; also: plate controls were buffer without enzyme for full effect and enzyme alone for no effect
CCHFV vOTU inh – CCHFV vOTU protease inhibition. inhibition, % at 11.5 µM. Pep-AMC fluorescence. 370,000 tested, 0.55% active. AID 651958; in the data active = inhibition above about 30%; also: 0% = vehicle wells with enzyme and 100% = no enzyme wells
Anthrax LF prot – anthrax lethal factor protease inhibition; P15917; 360,000 tested, 0.12% active; multiplex microsphere protease cleavage assay, LF; inhibition, % at 10 µM; AID 588501; also: plate controls were buffer without enzyme for full effect and enzyme alone for no effect
3CLpro inhibitor – SARS-CoV 3CLpro protease inhibition. P0C6X7. recombinant SARS-CoV 3CLpro, quenched FRET peptide cleavage. inhibition, % at 6 µM. 290,000 tested, 0.14% active; in the data active = inhibition above about 12%
DUSP3 inh – DUSP3 (human) phosphatase inhibition; 290,000 tested, 0.52% active; P51452; recombinant VHR phosphatase, pNPP absorbance; inhibition, % at 13.3 µM; AID 1654; in the data active = inhibition above about 50%; also: some compounds called inactive have numbers as strong as hits
Target sequence (P51452 whole entry, looked up): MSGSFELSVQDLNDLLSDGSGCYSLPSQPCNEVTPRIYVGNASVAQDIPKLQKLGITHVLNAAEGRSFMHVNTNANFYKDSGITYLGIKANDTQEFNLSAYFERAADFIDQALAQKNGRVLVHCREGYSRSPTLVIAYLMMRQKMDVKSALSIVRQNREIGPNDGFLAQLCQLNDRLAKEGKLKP
* hit, by the source's call. Rule as the data show it, unless noted: active = inhibition above about 30%; inconclusive = no clear call, values can overlap the other calls; inactive = below that.

`COc1ccc(C=CC(=O)c2ccc(OC)c(OC)c2)cc1O` gave MazEF act 5, BoNT-A LC inh2 -0.1, PrPC surface inh -29, BoNT-F LC inh 4, CCHFV vOTU inh -6 and Anthrax LF prot 3.
`O=C(Nc1cnn(Cc2ccc(Cl)cc2)c1)C1CCCC1` gave MazEF act -5, Rv3671c protease 6, PriA SSB inh -6, BoNT-A LC inh2 -0.1, PrPC surface inh 1, BoNT-F LC inh 2, CCHFV vOTU inh -3, Anthrax LF prot -2, 3CLpro inhibitor 4 and DUSP3 inh -4.
For O=C(C1CCCN(S(=O)(=O)c2ccc(F)cc2)C1)N1CCCC1 (centres undefined) the results were MazEF act 5, Rv3671c protease 2, PriA SSB inh -10, BoNT-A LC inh2 -0.1, PrPC surface inh 0, BoNT-F LC inh -6, CCHFV vOTU inh -1, Anthrax LF prot 1, 3CLpro inhibitor -4 and DUSP3 inh 27.
For CCc1ccccc1N(CC(=O)NCc1ccco1)C(=O)c1snc(C(N)=O)c1N the results were MazEF act 0, Rv3671c protease 1, PriA SSB inh 0, BoNT-A LC inh2 -0.4, PrPC surface inh -10, BoNT-F LC inh 4, CCHFV vOTU inh -6, Anthrax LF prot -4, 3CLpro inhibitor -1 and DUSP3 inh 4.
For CCCS(=O)(=O)N1CCN=C1SCc1cccc(C)c1 the results were MazEF act -6, Rv3671c protease 2, PriA SSB inh -28, BoNT-A LC inh2 -0.9, PrPC surface inh 9, BoNT-F LC inh 0, CCHFV vOTU inh -2, Anthrax LF prot -3, 3CLpro inhibitor 2 and DUSP3 inh 12.
N#C/C(=C\c1cccnc1)C(=O)Nc1ccccc1[N+](=O)[O-] was read as MazEF act 11, Rv3671c protease 2, PriA SSB inh 26, BoNT-A LC inh2 -1.2, PrPC surface inh -7, BoNT-F LC inh -2, CCHFV vOTU inh 3, Anthrax LF prot -4, 3CLpro inhibitor -3 and DUSP3 inh 10.
For O=C(O)C(Cc1ccccc1)N1C(=O)/C(=C/c2ccccc2)SC1=S (centres undefined) the results were MazEF act 1, Rv3671c protease 5, PriA SSB inh -11, BoNT-A LC inh2 0.3, PrPC surface inh -5, BoNT-F LC inh 12, CCHFV vOTU inh -2, Anthrax LF prot 6, 3CLpro inhibitor 6 and DUSP3 inh -1.
`O=C(NCCS(=O)(=O)N1CCN(c2ccccc2)CC1)C1CC1` gave MazEF act 2, Rv3671c protease -2, PriA SSB inh -9, BoNT-A LC inh2 1.2, PrPC surface inh 7, BoNT-F LC inh 11, CCHFV vOTU inh 15 and Anthrax LF prot 0.
Screening COc1ccc2[nH]cc(C(=O)CN(C)CCc3ccc(OC)c(OC)c3)c2c1 returned MazEF act 13, Rv3671c protease -35, PriA SSB inh -9, BoNT-A LC inh2 0.8, PrPC surface inh -11, BoNT-F LC inh 0, CCHFV vOTU inh 10, Anthrax LF prot 2, 3CLpro inhibitor -7 and DUSP3 inh -2.
COc1ccc(CSc2nncn2C)cc1[N+](=O)[O-] was read as MazEF act 3, Rv3671c protease 1, PriA SSB inh 8, BoNT-A LC inh2 1.4, PrPC surface inh 0, BoNT-F LC inh 22, CCHFV vOTU inh -4, Anthrax LF prot 2, 3CLpro inhibitor 0 and DUSP3 inh -7.
For C=CCNC(=O)c1cc(Cl)cc(Cl)c1 the results were MazEF act 4, Rv3671c protease 3, PriA SSB inh -11, BoNT-A LC inh2 -0.5, PrPC surface inh 0, BoNT-F LC inh -8, CCHFV vOTU inh 2, Anthrax LF prot 7, 3CLpro inhibitor 1 and DUSP3 inh 2.
`CC(NC(=O)c1ccccc1)C(=O)N/N=C/c1ccc(O)cc1` (centres undefined) gave MazEF act 3, Rv3671c protease 0, BoNT-A LC inh2 -0.2, PrPC surface inh 6, BoNT-F LC inh -1, CCHFV vOTU inh 11, Anthrax LF prot -2, 3CLpro inhibitor -3 and DUSP3 inh -13.
For Cc1cccc(NC(=O)/C=C/c2ccc(Cl)cc2)n1 the results were MazEF act 5, Rv3671c protease -7, PriA SSB inh -6, BoNT-A LC inh2 -0.6, PrPC surface inh -2, BoNT-F LC inh -11, CCHFV vOTU inh -2, Anthrax LF prot 2, 3CLpro inhibitor -7 and DUSP3 inh 16.
`CCOc1cc(C(=O)OCC(=O)NCc2ccco2)cc(OCC)c1OCC` gave MazEF act -5, Rv3671c protease -11, PriA SSB inh -7, BoNT-A LC inh2 0.1, PrPC surface inh -3, BoNT-F LC inh 4, CCHFV vOTU inh 10, Anthrax LF prot -5, 3CLpro inhibitor -3 and DUSP3 inh 49.
`O=C1NC(c2ccccc2)=NC1(NS(=O)(=O)c1ccccc1)C(F)(F)F` (centres undefined) gave MazEF act -1, Rv3671c protease 9, PriA SSB inh -14, BoNT-A LC inh2 -0.5, PrPC surface inh 0, BoNT-F LC inh -3, CCHFV vOTU inh -2, Anthrax LF prot 2, 3CLpro inhibitor 3 and DUSP3 inh 24.
O=C(NCC(c1cccnc1)N1CCN(c2ccccc2F)CC1)c1ccco1 (centres undefined) was read as MazEF act 2, Rv3671c protease -3, PriA SSB inh 4, BoNT-A LC inh2 0.7, PrPC surface inh -5, BoNT-F LC inh -2, CCHFV vOTU inh 18, Anthrax LF prot -2, 3CLpro inhibitor -1 and DUSP3 inh 28.
For CCCCN1C(=O)C(=O)N(CC(=O)Nc2sc(C)c(C)c2C(=O)OC)C1=O the results were MazEF act 1, Rv3671c protease -7, PriA SSB inh 1, BoNT-A LC inh2 2.6, PrPC surface inh -1, BoNT-F LC inh 2, CCHFV vOTU inh 1 and Anthrax LF prot 4.
O=C(Cc1cccc2ccccc12)NC(=S)Nc1cccc(C(=O)O)c1 was read as MazEF act -1, Rv3671c protease 3, PriA SSB inh -7, BoNT-A LC inh2 -0.4, PrPC surface inh 1, BoNT-F LC inh -2, CCHFV vOTU inh 10, Anthrax LF prot 2, 3CLpro inhibitor 4 and DUSP3 inh 11.
For FC(F)C(F)(F)c1cc(-c2ccccc2)n[nH]1 the results were MazEF act 13, Rv3671c protease -1, PriA SSB inh -17, BoNT-A LC inh2 -0.1, PrPC surface inh 6, BoNT-F LC inh -3, CCHFV vOTU inh 7, Anthrax LF prot -2, 3CLpro inhibitor 4 and DUSP3 inh 9.
Cc1ccccc1CN1CCN(C(=O)Cc2ccccc2)CC1 was read as MazEF act 41, Rv3671c protease 1, PriA SSB inh -15, BoNT-A LC inh2 -0.1, PrPC surface inh -3, BoNT-F LC inh -1, CCHFV vOTU inh 1, Anthrax LF prot -10, 3CLpro inhibitor 3 and DUSP3 inh 44.
For COC(=O)c1ccc(NC(=O)C2CCCO2)cc1 (centres undefined) the results were MazEF act 0, Rv3671c protease -4, PriA SSB inh -11, BoNT-A LC inh2 0.2, PrPC surface inh -2, BoNT-F LC inh -3, CCHFV vOTU inh -7, Anthrax LF prot -5, 3CLpro inhibitor 2 and DUSP3 inh 1.
For Cc1ncc(CN=Cc2ccc(Cl)cc2)c(N)n1 the results were MazEF act 10, Rv3671c protease 3, PriA SSB inh -16, BoNT-A LC inh2 -4.3, PrPC surface inh 4, BoNT-F LC inh -22, CCHFV vOTU inh 18, Anthrax LF prot -6, 3CLpro inhibitor -6 and DUSP3 inh 21.
CCOC(=O)Cc1csc(NC(=O)Cc2ccc(C)cc2)n1 was read as MazEF act -2, Rv3671c protease -5, PriA SSB inh 1, BoNT-A LC inh2 -0.7, PrPC surface inh 8, BoNT-F LC inh -1, CCHFV vOTU inh 10, Anthrax LF prot -4, 3CLpro inhibitor 2 and DUSP3 inh 15.
`CCn1cc(C(=O)O)c(=O)c2cc(F)c(N/N=C/c3ccccc3[N+](=O)[O-])cc21` gave MazEF act 42, Rv3671c protease -7, BoNT-A LC inh2 0.3, PrPC surface inh 5, BoNT-F LC inh 2, CCHFV vOTU inh 8, Anthrax LF prot -2, 3CLpro inhibitor -8 and DUSP3 inh -2.
Nc1ccccc1SCC1CSc2nc3ccccc3c(=O)n21 (centres undefined) was read as MazEF act 4, Rv3671c protease 10, PriA SSB inh -6, BoNT-A LC inh2 0.5, PrPC surface inh 4, BoNT-F LC inh -2, CCHFV vOTU inh 10, Anthrax LF prot 2, 3CLpro inhibitor 3 and DUSP3 inh 18.
For O=C(COC(=O)c1cncc(Br)c1)NCc1cccs1 the results were MazEF act -1, Rv3671c protease -1, PriA SSB inh -11, BoNT-A LC inh2 3.7, PrPC surface inh -5, BoNT-F LC inh 12, CCHFV vOTU inh -1 and Anthrax LF prot 9.
`O=C(COc1cc2oc(=O)c3c(c2cc1Cl)CCCC3)NCc1cccnc1` gave MazEF act 2, Rv3671c protease -7, PriA SSB inh -7, BoNT-A LC inh2 0.8, PrPC surface inh 1, BoNT-F LC inh -1, CCHFV vOTU inh 1, Anthrax LF prot 0, 3CLpro inhibitor -3 and DUSP3 inh 15.
`Cc1nc(N)nc(Nc2ccc(Cl)cc2)c1Br` gave MazEF act 4, Rv3671c protease -1, PriA SSB inh -12, BoNT-A LC inh2 -0.1, PrPC surface inh 10, BoNT-F LC inh -8, CCHFV vOTU inh 9, Anthrax LF prot -13, 3CLpro inhibitor 4 and DUSP3 inh 25.
COc1cc(NC(=O)CNC(=O)Cn2c(C)cc3ccccc3c2=O)cc(OC)c1OC was read as MazEF act 17, Rv3671c protease 7, PriA SSB inh 0, BoNT-A LC inh2 -0.1, PrPC surface inh 3, BoNT-F LC inh 1, CCHFV vOTU inh 3, Anthrax LF prot -2, 3CLpro inhibitor -9 and DUSP3 inh -10.
Cc1ccc(C)c(NC(=S)c2ccc3ccccc3n2)c1 was read as MazEF act -5, Rv3671c protease -15, PriA SSB inh 4, BoNT-A LC inh2 -2.0, PrPC surface inh -5, BoNT-F LC inh -14, CCHFV vOTU inh -4, Anthrax LF prot -1, 3CLpro inhibitor 2 and DUSP3 inh -4.
Cc1ccsc1C(=O)N/N=C/C=C/c1ccccc1[N+](=O)[O-] was read as MazEF act 12, Rv3671c protease 1, BoNT-A LC inh2 -0.1, PrPC surface inh -18, BoNT-F LC inh -3, CCHFV vOTU inh 11, Anthrax LF prot 0, 3CLpro inhibitor 5 and DUSP3 inh 28.
Screening O=C(CCCCCNC(=S)Nc1ccc(Cl)cc1)C[N+](=O)[O-] returned MazEF act 6, Rv3671c protease 6, PriA SSB inh -1, BoNT-A LC inh2 1.0, PrPC surface inh -2, BoNT-F LC inh 0, CCHFV vOTU inh 12, Anthrax LF prot -2, 3CLpro inhibitor 2 and DUSP3 inh 20.
`CCOC(=O)c1c(C)[nH]c(C(=O)COC(=O)C(C)N2C(=O)C3CCCCC3C2=O)c1C` (centres undefined) gave MazEF act -2, Rv3671c protease -3, PriA SSB inh -13, BoNT-A LC inh2 -7.8, PrPC surface inh 7, BoNT-F LC inh -9, CCHFV vOTU inh 4, Anthrax LF prot -3, 3CLpro inhibitor 3 and DUSP3 inh 5.
`CCN(C(=O)c1ccc(Cl)c([N+](=O)[O-])c1)c1ccccc1` gave MazEF act 1, Rv3671c protease -5, PriA SSB inh -1, BoNT-A LC inh2 0.1, PrPC surface inh -15, BoNT-F LC inh -14, CCHFV vOTU inh -9, Anthrax LF prot -9, 3CLpro inhibitor 0 and DUSP3 inh 10.
c1ccc(-n2nnnc2-c2cccnc2)cc1 was read as MazEF act -8, Rv3671c protease -2, PriA SSB inh -6, BoNT-A LC inh2 -0.4, PrPC surface inh 6, BoNT-F LC inh -2, CCHFV vOTU inh -2, Anthrax LF prot -4, 3CLpro inhibitor 0 and DUSP3 inh 12.
`CCOc1cccc(N2CCN(CCNC(=O)Nc3ccc(C)cc3)CC2)c1C` gave MazEF act 7, Rv3671c protease 6, PriA SSB inh -4, BoNT-A LC inh2 0.7, PrPC surface inh 0, BoNT-F LC inh inconclusive, CCHFV vOTU inh 3, Anthrax LF prot 0, 3CLpro inhibitor 2 and DUSP3 inh 2.

Screening data deposited in PubChem by several laboratories.

Some of the compounds tested. The share of hits here may be higher or lower than overall.
